Dynein cargo inh: inhibitors of GR-EGFP nuclear translocation, primary screen, dynein cargo transport inhibitor project, imaging, high-content, 3617.4 mouse cells | hit rate 0.47% among 220,000 | z-score, hits read low | test concentration mostly 20 µM; stimulated with dexamethasone, 1 µM; hits give low values;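 active = plate z-score of nuclear minus cytoplasmic receptor signal below a set negative limit, without overly bright fluorescence or cell loss, cut at about -3.5 in these data, passing the limit was not always enough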;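 note: z-score of nuclear minus cytoplasmic ring GR-EGFP intensity difference per well; some compounds called inactive have numbers as strong as hits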
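Medium: Induction medium lacking tetracycline, stripped serum | Probe or stimulus: 1.0 µM final dexamethasone stimulus | Schedule: 48 h induction, then 1 h compound, then 30 min agonist, 37 °C | Signal: Automated 10x imaging of fixed Hoechst-stained cells | Evaluation: Per-cell GR-EGFP intensity, nucleus versus surrounding cytoplasmic ring, well-averaged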
M1AAP inhibition: P. falciparum M1AAP inhibitors, biochemical, fluorogenic H-Leu-NHMec substrate, 1536-well (AID 1445); Aminopeptidase N (Plasmodium falciparum (isolate 3D7)); recombinant M1AAP, H-Leu-NHMec fluorogenic kinetic assay; higher % means a stronger effect; hit rate 0.42% among 220,000; inhibition, % at 30 µM, or IC50 in µM where a hit was titrated;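 active = primary inhibition above the hit cutoff, then over 50% inhibition at one or more dose response concentrations, cut at about 23% in these data, passing the limit was not always enough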;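 note: plate controls were DMSO full reaction for no effect and no enzyme background for full effect; strong numbers were not always called active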
P. falciparum M17LAP: P. falciparum M17LAP inhibitors, primary screen, biochemical, fluorogenic H-Leu-NHMec substrate, 1536-well (AID 1619) | inhibition, % at 30 µM; hits with a dose series show IC50 in µM | Leucine aminopeptidase (Plasmodium falciparum (isolate 3D7)) | recombinant M17LAP, H-Leu-NHMec fluorogenic kinetic assay; higher % means a stronger effect | hit rate 0.38% among 220,000;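 active = compound inhibiting the enzyme by more than half at any dose during confirmatory dose-response retesting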;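 note: plate controls were full reaction with DMSO carrier for no effect and no enzyme background for full effect; strong numbers were not always called active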
human PMI inhibitors: human PMI inhibitors, high substrate, primary screen, biochemical, fluorescence intensity, high mannose 6-phosphate (AID 1220) | hit rate 0.66% among 190,000 | Mannose-6-phosphate isomerase (Homo sapiens) | recombinant PMI enzyme, coupled fluorescence intensity; higher % means a stronger effect | one-dose inhibition, % at 20 µM; IC50 in µM for titrated hits
AID2073: inhibitors of Mint1-CaV2.2 protein interaction, biochemical, HTRF (AID 2073); Voltage-dependent N-type calcium channel subunit alpha-1B (Homo sapiens); HTRF protein-protein interaction, Mint1-CaV2.2; higher % means a stronger effect; inhibition, % at 20 µM; hits with a dose series show IC50 in µM; hit rate 0.19% among 290,000; in the data active = inhibition mostly above about 51%, no sharp cut-off; note: some results filed as inactive read as strong as hits
XIAP antagonists: XIAP antagonists, biochemical, IAP family, fluorescence polarization (AID 1018) | E3 ubiquitin-protein ligase XIAP (Homo sapiens) | XIAP BIR domain, fluorescence polarization peptide displacement; higher % means a stronger effect | displacement, % at 20 µM; hits with a dose series show IC50 in µM | hit rate 0.007% among 200,000; in the data active = displacement above about 50%; note: a part of the inactive calls stands beside numbers as strong as those of hits
PMI inhibitors: inhibitors of human PMI, primary screen, biochemical, fluorescence intensity, coupled assay (AID 1209). one-dose inhibition, % at 20 µM; IC50 in µM for titrated hits. purified PMI enzyme, coupled fluorescence intensity; higher % means a stronger effect. hit rate 0.42% among 190,000;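 note: plate controls were DMSO vehicle for no effect and wells lacking substrate for full effect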
LYP phosphatase: inhibitors of LYP phosphatase, biochemical, fluorescence intensity, uHTS (AID 1779); recombinant LYP phosphatase, fluorescence intensity; higher % means a stronger effect; hit rate 0.054% among 290,000; Tyrosine-protein phosphatase non-receptor type 22 (Homo sapiens); one-dose inhibition, % at 11.5 µM; IC50 in µM for titrated hits;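 note: plate controls were vehicle with enzyme for no effect and no enzyme for full effect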
SIAH1 antagonists: Siah-1 peptide-binding antagonists, primary screen, biochemical, fluorescence polarization, rhodamine-plectin, uHTS (AID 1817) | Siah-1 / rhodamine-plectin peptide fluorescence polarization; higher % means a stronger effect | hit rate 0.02% among 290,000 | displacement, % at 20 µM; hits with a dose series show IC50 in µM;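 active = displacement of at least 50% at 20 µM, with a fluorescence ratio check between 0.3 and a set limit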;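 note: plate controls were Siah plus tracer with DMSO for no effect and tracer alone without Siah for full effect; strong numbers were not always called active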
Dynein cargo inh cytoplasmic EGFP: also measured in Dynein cargo inh; calls as there; z-score; measured here: cytoplasmic GR-EGFP intensity; hits give high values
Dynein cargo inh nuclear GR-EGFP: recorded beside Dynein cargo inh, whose call it bears; z-score; measured here: nuclear GR-EGFP intensity;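 lower value marks the stronger effect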
Dynein cargo inh cell count: also measured in Dynein cargo inh; calls as there; z-score; measured here: cell count per field
Numbers without * were called inactive; . = not tested or not shown. Cut-off read from the data, not from the text of the source, unless noted: active = inhibition above about 50%; inactive = the rest. Rows are unselected; about 2.1% have a hit in one of these screens.

SMILES | Dynein cargo inh | Dynein cargo inh cytoplasmic EGFP | Dynein cargo inh nuclear GR-EGFP | Dynein cargo inh cell count | M1AAP inhibition | P. falciparum M17LAP | human PMI inhibitors | AID2073 | XIAP antagonists | PMI inhibitors | LYP phosphatase | SIAH1 antagonists
COc1ccc(/C=C/C(=O)c2ccc(OC)cc2O)cc1 | -0.062 | -0.3 | 0.31 | 0.68 | 4% | -13% | 10% | -4% | -15% | 13% | -2% | -1%
CCOc1cccc(C(=O)N(Cc2ccc(F)cc2)C2CCS(=O)(=O)C2)c1 (stereo unspecified) | -0.029 | -0.027 | -0.017 | -0.85 | -2% | 7% | 7% | 0% | 0.6% | 6% | 2% | 6%
COc1ccccc1N(C1=NCCCS1)S(=O)(=O)c1ccc(C(C)(C)C)cc1 | -0.87 | -0.22 | -0.3 | 0.9 | 8% | -1% | 3% | -3% | -8.6% | 6% | -4% | -1%
Cc1cccc(Cn2c(Cc3ccccc3)nc3ccccc32)c1 | 0.26 | -0.24 | 0.44 | -0.52 | 3% | 4% | 13% | 8% | -8.6% | 18% | 1% | -2%
CN(c1ccccc1C(=O)Nc1ccc(S(=O)(=O)N2CCOCC2)cc1)S(=O)(=O)c1ccccc1 | 3.4 | -0.066 | 1.3 | -2.1 | 7% | -17% | 8% | 1% | -5.8% | 9% | -6% | -2%
O=S(=O)(c1ccc(NC(=S)NN=C2CCCCC2)cc1)N1CCOCC1 | -0.43 | -0.29 | 0.2 | 0.35 | -2% | 2% | -85% | 8% | -4.7% | -74% | -8% | -10%
COc1cc(NC(=O)c2cc3ccccc3o2)c(OC)cc1Cl | -0.35 | -0.17 | -0.33 | 0.87 | 7% | -5% | -4% | 34% | -2.5% | -9% | -11% | 4%
CCn1nc(NC(=O)Cc2ccc(OC)cc2)c2cc3cccc(C)c3nc21 | -0.28 | -0.25 | -0.036 | 0.1 | 9% | 14% | . | 18% | . | . | -6% | 6%
COc1ccc(NC(=O)CN2CCN(CC(=O)Nc3ccc4c(c3)OCO4)CC2)cc1 | 0.83 | -0.23 | 0.99 | -0.75 | 3% | 11% | 1% | 2% | -3.7% | 5% | -10% | -3%
Cc1ccc(NC(=O)C[n+]2ccn(C3=C([O-])c4ccccc4C3=O)c2)cc1 | 0.39 | 0.2 | 1.1 | -1.6 | 4% | 1% | 7% | -4% | -3.0% | -6% | 2% | 5%
CC1(N2CCOCC2)C(=O)c2ccccc2C1=O | 0.45 | -0.26 | 0.24 | 0.18 | -3% | -2% | -17% | -9% | 5.6% | -33% | -5% | 1%
Cc1cccc(NC(=S)NC2CCCC2)c1 | 0.57 | -0.24 | 0.4 | 0.76 | 8% | 12% | -11% | -2% | -4.8% | 6% | -6% | -2%
Cc1ccc(S(=O)(=O)N2CCN(S(=O)(=O)c3ccccc3)C2)cc1 | 1.3 | -0.19 | 0.81 | -1.3 | -1% | -2% | 0% | -1% | -1.1% | 0% | -4% | 3%
COc1cc(/C=N/N2CCOCC2)ccc1OCc1ccccc1 | -0.64 | 0.0026 | -0.28 | 0.53 | 0% | 8% | -7% | -6% | -1.7% | -5% | 2% | 0%
O=C(CSc1nc2ccccc2n1CC(=O)N1CCOCC1)N1CCCC1 | 0.018 | -0.19 | 0.07 | 0.46 | 1% | 13% | 9% | 10% | -1.8% | 0% | -4% | -3%
Cc1c(C(=O)Nc2ccccc2)sc2nc[nH]c(=O)c12 | -1.2 | -0.21 | -0.45 | 2 | 4% | -79% | 9% | 8% | -4.5% | 7% | 0% | -4%
CC(C)CC(=O)Nc1ccc(-c2cn3ccsc3n2)cc1 | -0.57 | -0.26 | -0.54 | 1.2 | 19% | 9% | 6% | -7% | -9.1% | 6% | -3% | -1%
CC(CN1CCCC1)OC(=O)COc1ccccc1 (stereo unspecified) | -0.44 | -0.21 | -0.11 | 0.73 | 2% | 3% | -4% | 4% | -3.9% | -7% | -6% | 2%
CCOC(=O)C(NC(=O)NCc1ccc(OC)cc1)(OCC)C(F)(F)F (stereo unspecified) | 1.1 | -0.26 | 0.93 | -0.11 | 6% | 8% | 1% | 2% | -4.6% | 0% | 2% | 3%
CCOC(=O)c1nnn(CC(=O)NC(=O)Nc2cccc(CC)c2)c1C(=O)OCC | 0.8 | -0.3 | 0.91 | -0.46 | -2% | 0% | 14% | 3% | -4.8% | 13% | -30% | 0%
CN1C(=O)N(C)C(NC(=O)Nc2ccccc2)C1NC(=O)Nc1ccccc1 (stereo unspecified) | 0.28 | -0.2 | 0.27 | -0.41 | 6% | 2% | 10% | -6% | -5.4% | 14% | -3% | 8%
CC(C)OC(=O)/C(C#N)=C/c1ccc(-c2ccc(SC(F)F)cc2)o1 | 2.2 | 0.045 | 1.4 | -0.92 | 1% | -6% | 6% | 9% | -2.5% | 19% | 9% | -3%
Cc1c(C(=O)Nc2ccncc2)oc2ccccc12 | 0.4 | 0.073 | 0.35 | 0.31 | -1% | -11% | 8% | 13% | -4.7% | 10% | -4% | -4%
Brc1c(CSc2nncn2-c2ccccc2)nc2sccn12 | -0.3 | -0.36 | -0.21 | 0.79 | 6% | -6% | -8% | -10% | -5.7% | 1% | -6% | 0%
CCCC(=O)Nc1ccc(C(=O)NNC(=S)NC(=O)c2cccs2)cc1 | 0.25 | -0.14 | 0.7 | -0.54 | -3% | 39% | -16% | 3% | -3.0% | -20% | 4% | -8%
CC(NC(=O)OCc1ccccc1)C(=O)OCN1C(=O)c2ccccc2C1=O (stereo unspecified) | 0.24 | -0.05 | 0.08 | -3.3 | 3% | 9% | 17% | 4% | -4.2% | 17% | 0% | 6%
O=S(=O)(N/N=C\c1cn(-c2ccccc2)nc1-c1ccccc1)c1ccccc1 | 0.7 | -0.2 | 0.71 | -0.56 | 6% | 18% | 10% | 4% | -1.8% | 12% | 3% | 2%
O=C(COc1cccc(Br)c1)N/N=C1\CCCc2ccccc21 | -1.3 | -0.28 | -0.29 | 0.42 | 10% | 4% | 1% | 1% | -6.5% | -1% | 9% | 2%
CSC1=N/C(=C\c2cccnc2)C(=O)N1c1ccccc1 | 1.6 | -0.072 | 0.65 | -1 | 9% | -45% | -5% | -2% | -5.3% | 6% | -1% | 0%
COc1ccc(-c2[nH]ncc2/C=C(\C#N)C(=O)NC2CC2)cc1 | 0.53 | -0.27 | 0.58 | 0.48 | 9% | 37µM* | -2% | 9% | -1.0% | 4% | -6% | -4%

An excerpt of these results, with two lines to a compound.
Each structure is followed by: Dynein cargo inh	Dynein cargo inh cytoplasmic EGFP	Dynein cargo inh nuclear GR-EGFP	Dynein cargo inh cell count	M1AAP inhibition	P. falciparum M17LAP	human PMI inhibitors	AID2073	XIAP antagonists	PMI inhibitors	LYP phosphatase	SIAH1 antagonists
> O=S(=O)(N/N=C\c1cn(-c2ccccc2)nc1-c1ccccc1)c1ccccc1
    0.7	-0.2	0.71	-0.56	6%	18%	10%	4%	-1.8%	12%	3%	2%
> O=C(COc1cccc(Br)c1)N/N=C1\CCCc2ccccc21
    -1.3	-0.28	-0.29	0.42	10%	4%	1%	1%	-6.5%	-1%	9%	2%

Further compounds:
SMILES | Dynein cargo inh | Dynein cargo inh cytoplasmic EGFP | Dynein cargo inh nuclear GR-EGFP | Dynein cargo inh cell count | M1AAP inhibition | P. falciparum M17LAP | human PMI inhibitors | AID2073 | XIAP antagonists | PMI inhibitors | LYP phosphatase | SIAH1 antagonists
COc1ccc(Cn2nnnc2C(c2cccs2)N2CCSCC2)cc1 (stereo unspecified) | -0.64 | 0.11 | -0.075 | 1.8 | -2% | 6% | 2% | -3% | -0.4% | 3% | -8% | 1%
COc1ccc(CN2CCN(C(=O)CC(C)C)CC2)c2ccccc12 | -0.0072 | -0.15 | 0.3 | 0.45 | 10% | 3% | 6% | 2% | -2.8% | 16% | 1% | 3%
CC(C)C(=O)N1CCN(c2ccccc2NC(=O)c2ccc(C#N)cc2F)CC1 | 0.3 | -0.3 | 0.37 | -0.7 | 5% | 7% | -10% | 36% | -3.3% | -17% | -4% | 0%
CCc1ccc(N2CC(C(=O)NCc3ccco3)CC2=O)cc1 (stereo unspecified) | 0.044 | -0.13 | 0.023 | 0.85 | -1% | 18% | 2% | 16% | -4.5% | -4% | -6% | -1%
Cc1cc(Cl)ccc1OCC(=O)NCCCn1ccnc1 | 1.5 | -0.3 | 0.79 | -0.84 | 3% | 5% | -4% | 6% | -5.2% | -10% | -4% | 4%
Cc1ccc2nc(NC(=O)CSc3nc4ccccc4o3)sc2c1 | 0.61 | -0.14 | 0.59 | 0.11 | -6% | 3% | 1% | -1% | -5.0% | 0% | -5% | -1%
Cc1ccc(S(=O)(=O)N/N=C/c2cccc3nccnc23)cc1 | 0.32 | -0.27 | 0.13 | 0.61 | 9% | 6% | . | -10% | . | . | -7% | -2%
CCN(CC)C(=O)CSc1nc2ccccc2c(=O)n1-c1ccccc1OC | 1.2 | -0.24 | 0.73 | -0.32 | 14% | 16% | 15% | 7% | -4.1% | 15% | 0% | 2%
CSc1sc(C(=O)N(C)C)cc1S(=O)(=O)C(C)C | 0.33 | -0.24 | 0.65 | -0.13 | 5% | -2% | . | -3% | . | . | -8% | -10%
CCc1c(O)nc(SC2CC(=O)N(c3ccccc3)C2=O)[nH]c1=O (stereo unspecified) | -0.11 | -0.26 | -0.22 | 0.65 | 9% | 33% | 10% | -6% | 3.3% | 9% | -6% | -2%
O=C(Nc1cc(S(=O)(=O)Nc2ccc(Cl)cc2)ccc1O)c1ccc(S(=O)(=O)N2CCCCCC2)cc1 | 1.9 | -0.24 | 1.8 | -2.3 | 0% | -1% | 25% | 15% | -4.9% | 48% | -7% | -1%
COCCN(C(=O)c1ccco1)c1nnc(-c2ccc(OC)c(OC)c2)s1 | 0.53 | -0.24 | 0.26 | 0.24 | 7% | 8% | 6% | 1% | -3.3% | 6% | -6% | 21%
CCC(=O)NCCCCCCCCCNC(=O)CC | -0.33 | -0.29 | -0.48 | 0.88 | 9% | 9% | -8% | -6% | -17% | -2% | -4% | -10%
CCOc1cc(C(=O)NC)cc(Br)c1OC | -0.53 | -0.28 | 0.085 | 1.9 | 3% | 1% | -5% | -4% | 0.3% | -5% | -5% | 2%
Cn1cc(C(=O)N/N=C/C=C/c2ccccc2)ccc1=O | 0.14 | -0.049 | 0.25 | -0.96 | 8% | 35% | 17% | -10% | -5.6% | 17% | 22% | 8%

Screening data: PubChem BioAssay, several laboratories
